M17LAP inhibition: P. falciparum M17LAP inhibitors, primary screen, biochemical, fluorogenic H-Leu-NHMec substrate, 1536-well (AID 1619). recombinant M17LAP, H-Leu-NHMec fluorogenic kinetic assay; higher % means a stronger effect. inhibition, % at 30 µM, or IC50 in µM where a hit was titrated. 0.38% of 220,000 active;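 active means compound inhibiting the enzyme by more than half at any dose during confirmatory dose-response retesting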;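 further: plate controls were full reaction with DMSO carrier for no effect and no enzyme background for full effect; strong numbers were not always called active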
NOD2 inhibition: NOD2 signaling inhibitors, cell-based, luminescence, uHTS, HEK293 (AID 1566). 0.63% of 290,000 active. inhibition, % at 4 µM; hits with a dose series show EC50 in µM. HEK293 NOD2/NF-kB luciferase reporter, luminescence; higher % means a stronger effect; further: many of its hits are not listed in these tables
KOR beta-arrestin-1: kappa opioid receptor blockers – cell-based, luminescence, uHTS (AID 1778). inhibition, % at 10 µM; hits with a dose series show IC50 in µM. KOR beta-arrestin recruitment, luminescence, antagonist mode; higher % means a stronger effect. 0.091% of 290,000 active; further: strong numbers were not always called active
Dynein cargo inh: dynein cargo transport inhibition; 3617.4 mouse cells, GR-EGFP nuclear translocation imaging; test concentration mostly 20 µM; stimulated with dexamethasone, 1 µM; hits give low values; z-score, hits read low; 0.47% of 220,000 active;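 active means plate z-score of nuclear minus cytoplasmic receptor signal below a set negative limit, without overly bright fluorescence or cell loss, cut at about -3.5 in these data, passing the limit was not always enough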;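 further: z-score of nuclear minus cytoplasmic ring GR-EGFP intensity difference per well; some compounds called inactive have numbers as strong as hits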
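Medium: Induction medium lacking tetracycline, stripped serum | Probe or stimulus: 1.0 µM final dexamethasone stimulus | Schedule: 48 h induction, then 1 h compound, then 30 min agonist, 37 °C | Signal: Automated 10x imaging of fixed Hoechst-stained cells | Evaluation: Per-cell GR-EGFP intensity, nucleus versus surrounding cytoplasmic ring, well-averaged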
AID2073: inhibitors of Mint1-CaV2.2 protein interaction, biochemical, HTRF (AID 2073) | HTRF protein-protein interaction, Mint1-CaV2.2; higher % means a stronger effect | one-dose inhibition, % at 20 µM; IC50 in µM for titrated hits | 0.19% of 290,000 active; in the data active means inhibition mostly above about 51%, no sharp cut-off; further: some results filed as inactive read as strong as hits
GPR55 beta-arrestin: GPR55 agonists via beta-arrestin recruitment, primary screen, imaging, U2OS cells, beta-arrestin-GFP redistribution (AID 1961) | 0.048% of 290,000 active | U2OS GPR55 beta-arrestin-GFP redistribution imaging; higher % means a stronger effect | activation, % at 10 µM, or EC50 in µM where a hit was titrated;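 active means activation above 40% with more than 50 cells counted in the well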;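 further: U2OS osteosarcoma cells stably expressing GPR55 and beta-arrestin-GFP; plate controls were DMSO negative control for no effect and LPI positive control for full effect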
NOD1 inhibition: NOD1 signaling inhibitors, primary screen, cell-based, luminescence, uHTS (AID 1578); NOD1-driven NF-kB luciferase reporter cells, luminescence; higher % means a stronger effect; one-dose inhibition, % at 4 µM; EC50 in µM for titrated hits; 1% of 290,000 active; in the data active means inhibition mostly above about 36%, no sharp cut-off; inactive means mostly below about 34%;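 further: HEK-293T reporter cells stimulated with the NOD1 agonist gamma-tri-DAP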
KOR beta-arrestin-2: KOR agonists, beta-arrestin recruitment, primary screen, cell-based, luminescence, uHTS (AID 1777). activation, % at 10 µM, or EC50 in µM where a hit was titrated. KOR beta-arrestin recruitment, luminescence; higher % means a stronger effect. 0.02% of 280,000 active; in the data active means activation above about 50%, passing the limit was not always enough; further: a part of the inactive calls stands beside numbers as strong as those of hits
P. falciparum M1AAP: P. falciparum M1AAP inhibitors, biochemical, fluorogenic H-Leu-NHMec substrate, 1536-well (AID 1445). recombinant M1AAP, H-Leu-NHMec fluorogenic kinetic assay; higher % means a stronger effect. one-dose inhibition, % at 30 µM; IC50 in µM for titrated hits. 0.42% of 220,000 active;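 active means primary inhibition above the hit cutoff, then over 50% inhibition at one or more dose response concentrations, cut at about 23% in these data, passing the limit was not always enough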;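 further: plate controls were DMSO full reaction for no effect and no enzyme background for full effect; strong numbers were not always called active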
Dynein cargo inh cytoplasmic EGFP: second read-out of Dynein cargo inh, no call of its own (marks repeat the call); z-score; measured here: cytoplasmic GR-EGFP intensity; hits give high values
Dynein cargo inh nuclear GR-EGFP: also measured in Dynein cargo inh; calls as there; z-score; measured here: nuclear GR-EGFP intensity;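 lower value marks the stronger effect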
Dynein cargo inh cell count: second read-out of Dynein cargo inh, no call of its own (marks repeat the call); z-score; measured here: cell count per field
The depositor's hits bear a star; · = no result given; [ ] = dose if it differs, or a comment. Unless noted, no stated cut-off is given here; in the data, active means inhibition above about 50%; inactive means the rest. The list is partial; rates above refer to the full screens.

SMILES | M17LAP inhibition | NOD2 inhibition | KOR beta-arrestin-1 | Dynein cargo inh | Dynein cargo inh cytoplasmic EGFP | Dynein cargo inh nuclear GR-EGFP | Dynein cargo inh cell count | AID2073 | GPR55 beta-arrestin | NOD1 inhibition | KOR beta-arrestin-2 | P. falciparum M1AAP
CCN(C(=O)COC(=O)c1cc2ccccc2cc1O)C1CCS(=O)(=O)C1 (centres undefined) | 4% | -10% | -25% | -0.025 | -0.17 | -0.14 | 0.2 | 11% | -0.1% | -8% | 0.3% | 14%
CCc1c(O)nc(SCC(=O)Nc2ccc(Br)cc2)n(-c2ccc(C)cc2)c1=O | · | 7% | -12% | · | · | · | · | 5% | -0.1% | -8% | 6.9% | ·
COc1ccccc1CN(C)C(=O)c1cc2ccccc2o1 | · | 0% | -42% | · | · | · | · | 2% | 0.2% | -27% | -4.4% | ·
CC(=O)C1=C(C)N(Cc2ccccc2)C(=O)N[C@H]1c1ccco1 | 2% | 8% | 14% | -0.28 | -0.71 | 0.031 | 0.88 | -1% | -0.2% | 6% | -4.2% | 5%
COc1ccc2ccc3c(c2c1)N=CC1(O3)N(C)c2ccccc2C1(C)C (centres undefined) | 8% | 4% | -2% | -2 | 2 | -0.4 | 1.2 | 16% | -0.1% | -8% | -3.0% | 3%
CCOC(=O)c1[nH]c(C(=O)O)c(OC(=O)CC)c1C | 3% | 7% | 18% | 0.8 | -0.21 | 0.34 | -0.59 | 9% | 0.0% | -6% | -1.8% | 3%
Cc1ccccc1COc1ccc(/C(O)=C2/C(=O)C(=O)N(CCCn3ccnc3)C2c2ccco2)cc1 (centres undefined) | · | 8% | -43% | · | · | · | · | 8% | 0.3% | -25% | -6.4% | ·
CC(=O)N1CCN(C2=NC(=O)C(=C3CCCCC3)S2)CC1 | -4% | -5% | 12% | -0.43 | -0.3 | -0.28 | 0.092 | 4% | 0.1% | -27% | -5.0% | 0%
C=CCOc1ccccc1CN1CCC(C(=O)Nc2cccc(-c3ccn[nH]3)c2)CC1 | · | 14% | -14% | · | · | · | · | -7% | 0.2% | -22% | 4.8% | ·
CCN(CC)c1ccc2nc3ccccc3[n+](CC)c2c1 | · | 75%* | 47% | · | · | · | · | -67% | -0.2% | 73% | -5.5% | ·
COC(C(=O)Nc1ccnn1C1CCN(Cc2ccc(C)o2)CC1)c1ccccc1 (centres undefined) | · | 5% | -13% | · | · | · | · | -2% | -0.1% | -13% | 4.6% | ·
COc1ccccc1CC(=O)N1CCN(c2ccc([N+](=O)[O-])cc2)CC1 | 3% | -4% | -43%[20 µM] | 1.1 | -0.22 | 0.77 | -0.34 | -2% | -0.1% | -11% | · | 9%
CCOC(=O)c1cc(S(=O)(=O)Nc2cccc(OC)c2)cn1C | · | 41% | -17% | · | · | · | · | 0% | -0.1% | 16% | -2.7% | ·
CCOc1ccc2[nH]cc(C(=O)N3CCN(CC)CC3)c(=O)c2c1 | 1% | -14% | 9% | -0.17 | -0.23 | -0.14 | -0.48 | -6% | -0.1% | -37% | -0.8% | 1%
Cc1cc2nc(SCC(=O)N(C)C)c3c(c2cc1C)CCCC3 | 0% | 13% | -29% | -2.2 | -0.032 | -0.52 | 0.86 | 8% | 0.0% | 7% | -0.8% | 4%
CC(NC(=O)c1ccccc1)C(=O)OCC(=O)N1c2ccccc2Sc2ccccc21 (centres undefined) | -1% | 11% | 2% | 1.1 | -0.29 | 0.54 | -0.82 | -5% | -0.2% | -32% | 13% | 9%
OCCN1CCN(CC(O)COc2ccc(C34CC5CC(CC(C5)C3)C4)cc2)CC1 (centres undefined) | 17% | 6% | -45% | 6.4 | 0.23 | 2.6 | -1.9 | -17% | 0.1% | -30% | -1.5% | -4%
COC(=O)/C=C1\S/C(=N/NC(=O)c2ccc(OC)cc2)NC1=O | 25% | -2% | 17% | 1.3 | -0.28 | 0.83 | -1.3 | 21% | 0.6% | -21% | -8.3% | 7%
CCCCC(=O)NC(=S)Nc1cccc(NC(=O)c2ccccc2)c1 | 3% | -5% | 12% | 2.2 | -0.32 | 2.2 | -1.9 | 2% | 0.4% | 25% | -3.4% | -2%
Cc1ccc(CNc2ncnc3cc(Cl)ccc23)o1 | 12% | 31% | 37% | -0.63 | -0.25 | -0.45 | 0.59 | 13% | -0.1% | 29% | -3.8% | 14%
COc1ccc(C2C(C#N)=C(C)NC(C)=C2C#N)c(OC)c1 | -3% | -2% | -1% | 0.17 | -0.086 | 0.05 | -0.05 | 16% | -0.6% | -12% | -6.0% | -3%
COc1ccc(/C=N/NC(=O)C(=O)N2CCCCCC2)cc1O | · | -1% | -14% | · | · | · | · | 7% | -0.1% | 43% | 4.7% | ·
CC(=O)c1cc(C(=O)NC2CCCc3c2cnn3-c2cc(C)cc(C)c2)[nH]n1 (centres undefined) | · | -16% | -8% | · | · | · | · | -1% | -0.1% | -41% | 0.5% | ·
CSCCC(=O)N1CCC(n2nccc2NC(=O)c2ccc3c(c2)OCO3)CC1 | · | -41% | -12% | · | · | · | · | -1% | -0.1% | -124% | 0.0% | ·
Cc1cnc(C(=O)OCC(=O)Nc2ccc(Oc3ccccc3)cc2)cn1 | 10% | -15% | -5% | 0.1 | -0.021 | 0.79 | 0.59 | 2% | -0.1% | -20% | 3.5% | 12%
Cc1ccc(/C(N)=N/OC(=O)Cc2cccc3ccccc23)cc1 | -2% | -8% | -15% | -0.76 | -0.28 | 0.14 | 0.29 | 17% | -0.1% | 6% | 0.3% | 4%
CCCNC(=O)C(=O)c1cccn1-c1ccsc1C(=O)OC | 7% | 8% | -4% | -0.89 | -0.19 | 0.37 | 0.48 | -2% | -0.1% | -2% | -1.3% | 1%
Nc1ccc2oc(-c3cccs3)nc2c1 | 17% | -113% | -33% | -0.74 | -0.23 | -0.13 | 0.11 | 37% | 0.1% | -94% | -2.5% | 19%
O=C(Cc1ccc(Cl)cc1Cl)OCC(=O)N1CCN(C(=O)c2ccco2)CC1 | -3% | 29% | 5% | 0.48 | 0.071 | 0.4 | -1.4 | -1% | 0.1% | -34% | 0.7% | -5%
Oc1ccc(C[C@@H]2CNC(=S)N2CCCCC2CCCCC2)cc1 | -4% | 4% | -5% | -0.86 | -0.27 | -0.27 | 0.44 | 6% | 0.7% | -30% | -3.6% | 2%
S=c1[nH]c2ccccc2c2ccccc12 | 7% | 13% | -27% | 0.84 | -0.22 | 1.1 | -1.1 | 34% | 0.0% | -8% | 6.9% | 1%
COc1ccccc1Oc1ncnc2c1oc1ccccc12 | 22% | -13% | 8% | 1.1 | -0.011 | 0.93 | -1.5 | 9% | -0.2% | -18% | 0.2% | 5%
CCOC(=O)N1CCN(C(=O)c2ccc3nc(SCc4ccc(F)cc4)n(C)c3c2)CC1 | 9% | 15% | -18% | 3.1 | 0.13 | 2.4 | -2.8 | 13% | 0.4% | 8% | 3.5% | -6%
Cc1cccc(NC(=O)Nc2cccc(Oc3c(F)c(F)c(F)c(F)c3F)c2)c1 | 1% | -36% | -22% | -0.17 | -0.21 | 0.14 | 1 | 5% | -0.1% | 24% | -2.9% | -1%
CCOC(=O)c1c(CSC(=N)N)n(-c2ccc(Br)cc2)c2cc(Br)c(OC(C)=O)cc12 | 9% | 8% | 12% | -2.2 | 4 | -0.42 | -3.1 | 22% | 10% | -89% | 36% | -3%
c1ccc(-c2nc(N3CCCCCC3)nc(-n3ccnc3)n2)cc1 | 7% | 3% | -12% | 0.59 | -0.25 | 0.82 | -0.39 | -7% | -0.1% | -2% | 3.3% | 1%

The final two compounds of the part above come first, to join the parts:
SMILES | M17LAP inhibition | NOD2 inhibition | KOR beta-arrestin-1 | Dynein cargo inh | Dynein cargo inh cytoplasmic EGFP | Dynein cargo inh nuclear GR-EGFP | Dynein cargo inh cell count | AID2073 | GPR55 beta-arrestin | NOD1 inhibition | KOR beta-arrestin-2 | P. falciparum M1AAP
CCOC(=O)c1c(CSC(=N)N)n(-c2ccc(Br)cc2)c2cc(Br)c(OC(C)=O)cc12 | 9% | 8% | 12% | -2.2 | 4 | -0.42 | -3.1 | 22% | 10% | -89% | 36% | -3%
c1ccc(-c2nc(N3CCCCCC3)nc(-n3ccnc3)n2)cc1 | 7% | 3% | -12% | 0.59 | -0.25 | 0.82 | -0.39 | -7% | -0.1% | -2% | 3.3% | 1%
Cc1cccc2cc(C#N)c(SCC(=O)N3CC(=O)Nc4ccccc43)nc12 | -5% | -26% | -30% | -0.18 | -0.052 | -0.0042 | 0.31 | 20% | -1.7% | -17% | 9.4% | 2%
COc1cc(CNC(C)c2ccccc2)cc(Br)c1OCc1ccc(F)cc1 (centres undefined) | · | -5% | 23%[20 µM] | · | · | · | · | 8% | -0.2% | -31% | -2.4% | ·
CCn1c(SCCN2CCCCC2)nnc1-c1ccc(S(=O)(=O)N2CCOCC2)cc1 | 0% | 18% | 11% | -1.1 | -0.12 | -0.53 | 0.018 | -1% | -0.3% | -4% | -5.1% | -4%
Oc1ccccc1CNc1nccs1 | · | 8% | 17% | · | · | · | · | 7% | -0.1% | -2% | -7.1% | ·
Cc1cccc(-n2c(=S)[nH]c3sc4c(c3c2=O)CCc2ccccc2-4)c1 | -5% | 32% | 6% | -0.39 | -0.23 | -0.094 | 0.62 | 40% | 0.1% | 1% | -0.4% | 10%
COc1ccc(CNC(=O)CS(=O)(=O)Cc2nc(-c3cccc(OC)c3)oc2C)cc1 | · | 19% | -21% | · | · | · | · | 10% | -0.1% | 2% | 3.3% | ·

3 compounds already listed, ordered by molar mass, ascending.
SMILES | M17LAP inhibition | NOD2 inhibition | KOR beta-arrestin-1 | Dynein cargo inh | Dynein cargo inh cytoplasmic EGFP | Dynein cargo inh nuclear GR-EGFP | Dynein cargo inh cell count | AID2073 | GPR55 beta-arrestin | NOD1 inhibition | KOR beta-arrestin-2 | P. falciparum M1AAP
Cc1cccc(-n2c(=S)[nH]c3sc4c(c3c2=O)CCc2ccccc2-4)c1 | -5% | 32% | 6% | -0.39 | -0.23 | -0.094 | 0.62 | 40% | 0.1% | 1% | -0.4% | 10%
Cc1cccc2cc(C#N)c(SCC(=O)N3CC(=O)Nc4ccccc43)nc12 | -5% | -26% | -30% | -0.18 | -0.052 | -0.0042 | 0.31 | 20% | -1.7% | -17% | 9.4% | 2%
COc1ccc(CNC(=O)CS(=O)(=O)Cc2nc(-c3cccc(OC)c3)oc2C)cc1 | · | 19% | -21% | · | · | · | · | 10% | -0.1% | 2% | 3.3% | ·

From PubChem BioAssay
